# Dynein cargo inh = dynein cargo transport inhibition; 3617.4 mouse cells, GR-EGFP nuclear translocation imaging; test concentration mostly 20 µM; stimulated with dexamethasone, 1 µM; active compounds read low; z-score, hits read low; 0.47% of 220,000 active; AID 1381;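 active = plate z-score of nuclear minus cytoplasmic receptor signal below a set negative limit, without overly bright fluorescence or cell loss, cut at about -3.5 in these data, passing the limit was not always enough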;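 also: z-score of nuclear minus cytoplasmic ring GR-EGFP intensity difference per well; some compounds called inactive have numbers as strong as hits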
#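 Buffer or medium – tet-free medium with charcoal-stripped serum · Signal – automated 10x imaging of fixed Hoechst-stained cells · Also added – dexamethasone agonist, 1.0 µM final, for 30 min · Incubation – induction 48 h, compound 1 h, agonist 30 min · Read-out – GR-EGFP nuclear translocation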
# Ins promoter up = MIN6 insulin promoter up-regulation; MIN6 insulin promoter-GFP reporter, high-content imaging; active compounds read high; z-score at 5 µM; 0.3% of 190,000 active; AID 1625;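 active = z-score above 3 at 5 µM with at least 500 cells counted in the well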
# bCat nuc transl = alters nuclear translocation of beta-catenin in HeLa cells | immunofluorescence imaging | nuclear translocation activity, % at 5 µM | 0.3% of 190,000 active | AID 1665;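 active = nuclear translocation activity above 50% at 5 µM, with a well cell count of 50 or more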;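 also: per-cell ratio of nuclear to cytoplasmic median beta-catenin stain intensity; plate controls were DMSO negative control for no effect and GSK-3 inhibitor IX positive control for full effect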
#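 assay system = human HeLa cells, endogenous beta-catenin | times = compound treatment 24 h, 37°C, 5% CO2 | detection = Anti-beta-catenin immunofluorescence on PFA-fixed, Triton-permeabilized cells, DAPI nuclei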
# MT stabilizer = stabilizes microtubules in HeLa cells; HeLa tubulin immunostaining HCS, 24 h; share of cells brighter than vehicle mean+2SD; % tubulin-high responders, % at 10 µM; 0.83% of 200,000 active;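 active = plate Z-score above 3 for both tubulin-high and condensed-nucleus cell shares, with cell loss under 80%, at 10 µM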;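 also: anti alpha tubulin signal scored within the nucleus-defined area of each cell; some results filed as inactive read as strong as hits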
# T cell HTS = T cell immune modulation candidate; 0.068% of 330,000 active; AID 2052; calls only at 7 µM; 2C CD8+ T cell-vesicle binding, flow cytometry; active compounds read low;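 active = response, share of CD8 T cells binding vesicles, and their 90th percentile fluorescence all below set limits, cut at about 80% in these data, passing the limit was not always enough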
#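 Material: 2C TCR transgenic mouse naive CD8+ T cells, MACS-purified. Also added: QL9-charged Drosophila Ld/ICAM-1/B7-1 vesicles. Timing: binding 1.5 h at 37 °C. Measured by: high-throughput flow cytometry with anti-B7-1 and anti-CD8 staining. Read-out: percent CD8+ FL2 mean versus row control. Controls: Unloaded micro-vesicles (low), QL9 vesicles with 0.7% DMSO (high).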
# Myeloid diff MLP = promotes myeloid progenitor differentiation; ER-HoxA9 myeloid progenitors, lysozyme-GFP differentiation, flow cytometry; calls only at 10 µM; 1% of 360,000 active;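 active = normalized GFP-positive differentiation at or above the plate's own cutoff, the solvent-only control mean plus 3 SD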;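 also: cells exposed to compound for four days before flow analysis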
# human PMI inhibition = MPI enzyme activity inhibition – biochemical, fluorescence intensity, coupled assay, primary screen (AID 1209) | inhibition, % at 20 µM, or IC50 in µM where a hit was titrated | purified PMI enzyme, coupled fluorescence intensity; higher % means a stronger effect | 0.42% of 190,000 active; in the data active = inhibition above about 50%;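 also: plate controls were DMSO vehicle for no effect and wells lacking substrate for full effect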
# Hep lipid drop = modulators of hepatic lipid droplet formation; AID 1656; inhibition, % at 6.5 µM; 0.4% of 240,000 active; AML12 mouse hepatocytes, oleate lipid droplets, BODIPY imaging;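 active = lipid droplet intensity inhibited by at least 50%, with more than 500 cells counted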
#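 Assay system: AML12 mouse liver cells | Compound: 6.5 µM single-point dosing | Schedule: Overnight exposure | Technique: Fluorescence imaging, 20x objective, two fields per well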
# TNAP activators = stimulation of alkaline phosphatase TNAP activity – biochemical, luminescent, no phosphate acceptor, uHTS, primary screen (AID 1001); 0.03% of 200,000 active; activation fold at 20 µM; hits with a dose series show EC50 in µM; purified TNAP, luminescent activation assay, no phosphate acceptor; higher activation fold means a stronger effect; in the data active = activation fold from about 3, or a potency from the dose series; inactive = the rest, 99 in 100 with activation fold below about 1.6; also: many of its hits are not listed in these tables
# Dynein cargo inh cytoplasmic EGFP = second read-out of Dynein cargo inh, no call of its own (marks repeat the call); z-score; measured here: cytoplasmic GR-EGFP intensity; active compounds read high
# Dynein cargo inh nuclear GR-EGFP = second read-out of Dynein cargo inh, no call of its own (marks repeat the call); z-score; measured here: nuclear GR-EGFP intensity;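 lower value marks the stronger effect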
# Dynein cargo inh cell count = further read-out of Dynein cargo inh, marked with its call; z-score; measured here: cell count per field
# Ins promoter up cell count = further read-out of Ins promoter up, marked with its call; cell count; measured here: cytotoxicity, nuclei count;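 total cells summed across four imaged fields per well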
# Hep lipid drop cells 6.5 µM = recorded beside Hep lipid drop, whose call it bears; cell count; measured here: cell count, cytotoxicity flag;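 cells counted across two imaged fields per well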
# bCat nuc transl cell count 5 µM = second read-out of bCat nuc transl, no call of its own (marks repeat the call); cell count; measured here: cell count, cytotoxicity flag
# T cell HTS vesicle-bound % = second read-out of T cell HTS, no call of its own (marks repeat the call); double positive events, %; measured here: CD8+ vesicle-bound cell fraction;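 binding gate set so that unloaded-vesicle control wells show 10% double positive cells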
# MT stabilizer Hoechst-high % = also measured in MT stabilizer; calls as there; % Hoechst-high responders; measured here: nuclear condensation Hoechst responders;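 share of cells brighter than vehicle mean plus two SD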
# MT stabilizer cytotoxicity % = further read-out of MT stabilizer, marked with its call; toxicity, %; measured here: cytotoxicity by cell density;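 0% = mean cell density of plate MIN control wells and 100% = no cells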
# Myeloid diff MLP GFP+ MAC1+ % = recorded beside Myeloid diff MLP, whose call it bears; GFP+ MAC1+ double positive, %; measured here: differentiation confirmed by MAC1 staining
# * marks the source's active call; other numbers are inactive results; i = inactive; nt = not tested or not shown; + = active, no number.
smiles,Dynein cargo inh,Dynein cargo inh cytoplasmic EGFP,Dynein cargo inh nuclear GR-EGFP,Dynein cargo inh cell count,Ins promoter up,Ins promoter up cell count,bCat nuc transl,bCat nuc transl cell count 5 µM,MT stabilizer,MT stabilizer Hoechst-high %,MT stabilizer cytotoxicity %,T cell HTS,T cell HTS vesicle-bound %,Myeloid diff MLP,Myeloid diff MLP GFP+ MAC1+ %,human PMI inhibition,Hep lipid drop,Hep lipid drop cells 6.5 µM,TNAP activators
CCCNC(=O)c1nc(C)n(-c2ccc([N+](=O)[O-])cc2)n1,-0.596,-0.275,0.0425,0.0797,0.5,1230,-4.8,1197,5.6,2.2,8.9,i,44.7,i,0.2,1.8%,3.1,638,1.1
CCOc1ccccc1NC(=O)Nc1ccccn1,-0.529,-0.154,0.0731,0.667,0.67,877,0.6,1384,nt,nt,nt,i,34.2,i,0.9,nt,-1.2,647,nt
O=C(CN(Cc1ccccc1F)S(=O)(=O)c1ccc(Cl)cc1)NCCC1=CCCCC1,0.376,-0.166,0.161,-0.745,-0.82,1007,3.9,1362,2.3,1.4,3.5,i,46.7,i,0.6,14.7%,nt,nt,1.1
CCCS(=O)(=O)N1CCCC(C(=O)NCC(OC)OC)C1 (stereo not drawn),0.129,-0.301,0.514,-0.0786,0.33,1190,-0.7,1113,5.4,3.1,7.5,i,31.8,i,0.0,-9.5%,-21.7,715,1.1
CN(C)/C=C(\C#N)C(=O)N/N=C/c1ccc(Cl)cc1,0.0166,-0.253,0.0515,1.2,0.25,1004,1.1,1002,2.3,0.9,6.5,i,60.7,i,0.1,2.6%,4.1,717,1.1
Cc1ccc(-c2nc(CSCC(=O)NCCCN3CCOCC3)c(C)o2)cc1,-0.0109,-0.307,0.158,-0.491,-0.24,1232,-2.5,904,5.6,3.3,3.8,i,43.6,i,0.9,-0.4%,nt,nt,1.1
CC(=O)Oc1c(C(=O)c2nnc(C)o2)c(=O)n(Cc2ccccc2)c2ccccc12,-0.972,-0.205,-0.309,1.21,-0.23,1382,-3.0,532,3.2,2.8,6.9,i,45.9,i,0.7,-1.0%,3.5,663,1.1
O=C(Nc1ccc(F)cc1)c1ccc(COc2ccccc2)cc1,-0.0666,-0.262,0.0886,0.638,0.17,1224,1.8,466,2.2,2.6,6.5,i,63.2,i,0.3,-9.1%,-8.8,665,1.1
CCn1c(CSc2nc3ccccc3[nH]2)n[nH]c1=S,-0.0646,-0.251,0.0196,0.626,nt,nt,nt,nt,15.1,39.0,97.6,i,34.0,i,1.1,1.4%,0.3,612,1.4
COC(=O)C1CCN(C(=O)Cc2ccc(OC)c(OC)c2)CC1,-1.31,0.343,-0.266,-0.471,0.61,1149,-2.4,1097,2.3,2.0,4.0,i,15.9,i,2.2,-8.7%,-1.2,757,1
CC(C)(C)c1oc(C(=O)O)cc1CN1CCOCC1,-0.372,-0.772,-0.376,0.125,-0.23,1073,0.4,1328,nt,nt,nt,i,61.3,i,0.1,nt,-1.0,679,nt
O=C(c1ccc(-c2nnc(Nc3ccccc3)c3ccccc23)cc1)N1C[C@H]2C[C@H](C1)c1cccc(=O)n1C2,-0.275,0.0768,0.0389,-1.28,0.28,1379,2.9,1341,3.5,1.4,0.8,i,50.6,i,0.4,3.1%,nt,nt,1.1
CCOC(=O)c1[nH]c2ccccc2c1NC(=O)c1ccc(Br)o1,1.45,-0.233,0.728,-0.314,-1.27,897,0.0,1126,2.9,2.8,4.7,i,8.6,+,16.4*,9.2%,-20.1,710,1.1
Cc1ccc(OCC(=O)N2CCN(c3nnc(-c4ccccc4)c4ccccc34)CC2)cc1,0.358,-0.268,0.0661,0.275,0.23,893,nt,nt,1.5,1.9,22.3,i,35.1,i,2.0,3.3%,17.5,813,1
COc1ccc(OC)c(-n2nnnc2SCC(=O)O)c1,-0.796,0.0109,-0.547,0.175,nt,nt,nt,nt,1.2,1.1,5.9,i,32.0,i,1.1,7.5%,5.1,801,1.1
COc1cc(NC(=S)N2CCN(c3ccccn3)CC2)cc(OC)c1OC,-0.868,-0.269,-0.27,0.325,-0.96,1489,0.2,952,1.6,2.6,9.4,i,62.2,i,0.3,19.8%,-5.1,671,1.1
Cc1ccc(/C=C/C(=O)Nc2ncc(C)s2)o1,-0.414,-0.0864,-0.12,-0.216,-0.47,1470,-0.7,1078,5.8,1.4,3.4,i,3.8,i,1.0,3.9%,9.7,690,1
COCCNC(=O)c1ccccc1NC(=O)c1ccccc1N(C)S(=O)(=O)c1ccccc1,0.16,-0.0695,0.324,-0.0741,-0.1,919,-3.7,1150,2.2,1.7,8.4,i,30.6,i,0.7,6.0%,1.3,674,1.1
O=C(COC(=O)c1ccccc1O)Nc1ccc(S(=O)(=O)N2CCCCC2)cc1,-0.49,-0.331,-0.35,0.149,-0.35,1319,-0.5,1119,3.7,1.6,9.6,i,47.8,i,0.3,-0.4%,9.3,658,1.2
Cc1ccc(NC(=O)c2ccc3c(c2)C(=O)N(Cc2cccnc2)C3=O)c(C)c1,-0.293,-0.169,0.612,-0.563,-0.2,1487,-4.5,1141,1.5,2.0,2.2,i,29.6,i,0.6,-3.4%,-14.0,683,1.1
O=C(Nc1nnc(COc2ccc(Cl)cc2)s1)c1ccc([N+](=O)[O-])cc1,-0.0759,-0.195,-0.327,0.0728,nt,nt,nt,nt,1.4,1.8,4.0,i,35.5,i,0.7,2.4%,nt,nt,1.1
CCOc1cc(CNCCc2ccc(S(N)(=O)=O)cc2)ccc1OCC(=O)NC1CCCCC1,-0.59,-0.269,-0.197,0.922,-0.44,875,-4.0,1165,1.1,1.1,14.0,i,8.7,i,1.0,-18.5%,3.7,794,1.1
O=C(Nc1cccc([N+](=O)[O-])c1)c1ccc(-c2ccccc2)cc1,0.981,-0.182,0.732,-1.84,0.24,1360,-0.8,1092,1.2,1.7,5.2,i,19.3,i,0.6,-3.5%,1.4,624,1.1
O=C(OCn1nnc2ccccc2c1=O)c1cccs1,-1.2,-0.188,-0.437,0.803,nt,nt,0.1,1073,4.6,1.9,6.1,i,34.5,i,4.1,5.9%,-3.3,656,1.1
Cc1cccc(Nc2n[nH]c(C)c2[N+](=O)[O-])c1,1.13,-0.208,0.829,-1.63,-0.79,1251,2.9,1082,2.3,1.8,13.6,i,47.1,i,0.7,2.8%,-9.0,601,1.2
O=C(c1cc(N2C(=O)C3C4CCC(C4)C3C2=O)ccc1Cl)N1CCN(c2ccccc2F)CC1 (stereo not drawn),-0.275,-0.164,0.0579,-0.00108,0.19,1468,-0.7,1050,1.6,2.1,5.5,i,50.3,i,0.6,7.0%,-21.2,714,1
Cc1ccc(OCc2nnc(SCC(=O)Nc3ccc4c(c3)OCO4)n2C)cc1,1.06,-0.185,0.806,-0.347,0.44,1225,-0.5,1092,2.7,1.4,5.8,i,41.5,i,2.0,13.1%,-23.2,687,1.1
CC1(C)CC(=O)c2c(oc3cc(O)c(O)cc23)C1,0.16,-0.0829,0.188,-0.0492,-1.03,925,nt,nt,1.3,1.9,6.3,i,49.4,i,0.6,47.6%,-2.5,769,0.7
O=C(Nc1cccc(S(=O)(=O)Nc2ccccc2F)c1)c1ccc2ccccc2n1,-0.00773,-0.326,-0.49,-1.06,0.09,1564,-4.6,1101,2.9,3.2,5.4,i,12.6,i,0.6,70.4%*,8.5,717,1.2
N#CC1=C(SCc2ccccc2)NC(=O)CC1c1ccco1 (stereo not drawn),0.0116,-0.193,0.121,-0.34,0.52,1138,-5.4,870,1.6,2.3,8.7,i,42.3,i,1.2,30.1%,nt,nt,1.1
Cc1cccc(NC(=O)[C@H](Cc2ccccc2)NC(=O)OCc2ccccc2)c1,0.637,-0.178,-0.144,-0.682,0.25,1328,1.2,904,1.5,2.0,1.3,i,33.3,i,0.3,14.1%,-39.3,674,1.1
Cc1ccc(CNC(=O)C2CC(c3ccccc3[N+](=O)[O-])=NO2)o1 (stereo not drawn),-0.452,-0.289,-0.105,-0.141,-0.05,1444,0.8,1383,1.5,2.2,2.2,nt,nt,i,1.0,9.4%,nt,nt,1.1
CCOC(=O)N1CCC(NC(=O)CN2C(=O)C(CC)Oc3ccc(C)cc32)CC1 (stereo not drawn),-0.123,-0.142,0.601,0.284,-0.03,1314,-0.3,1110,1.5,2.5,7.8,i,39.0,i,1.4,16.8%,4.6,640,1.1

# Screening data: PubChem BioAssay, several laboratories
